Bioassay records deposited in PubChem BioAssay by National Center for Advancing Translational Sciences (NCATS).
Akt phos inh: blocks phosphorylation of Akt; Neuro2A IGF-stimulated pAkt S473 HTRF, 20 min; hits give low values; activity change, % for hits at 50 µM; 360,000 compounds, 0.32% hits; in the data active = activity change below about -80%; inconclusive = mostly about -51% to -80%; also: % is scaled to controls: 0 for no effect and ±100 for the full control effect
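Neuro2A cells in DMEM with 0.5% FBS, overnight at 37 deg C, given compound at single 50 µM final, then IGF (6 nM final) for 20 min at 37 deg C. Lysed; phospho-Akt Ser473 by HTRF after 24 h, 665/615 ratio.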
PTHR1 agonist: PTHR1 (human) receptor agonism. Q03431. HEK293 GP2 PTHR1 cells, GloSensor cAMP luminescence, 1 h. Potency, µM (doses to about 115 µM), without a hit: at the top dose activation, actives largely listed as activators. 410,000 compounds, 0.075% hits. AID 743266; also: potency is read from the fitted curve at half-maximal effect; nearly all actives have a fitted effect of over 55% in size; some results filed as inactive show a strong effect at the top dose; inactives centre near -15; many of its hits are not listed in these tables
Target sequence (Q03431 whole entry, looked up): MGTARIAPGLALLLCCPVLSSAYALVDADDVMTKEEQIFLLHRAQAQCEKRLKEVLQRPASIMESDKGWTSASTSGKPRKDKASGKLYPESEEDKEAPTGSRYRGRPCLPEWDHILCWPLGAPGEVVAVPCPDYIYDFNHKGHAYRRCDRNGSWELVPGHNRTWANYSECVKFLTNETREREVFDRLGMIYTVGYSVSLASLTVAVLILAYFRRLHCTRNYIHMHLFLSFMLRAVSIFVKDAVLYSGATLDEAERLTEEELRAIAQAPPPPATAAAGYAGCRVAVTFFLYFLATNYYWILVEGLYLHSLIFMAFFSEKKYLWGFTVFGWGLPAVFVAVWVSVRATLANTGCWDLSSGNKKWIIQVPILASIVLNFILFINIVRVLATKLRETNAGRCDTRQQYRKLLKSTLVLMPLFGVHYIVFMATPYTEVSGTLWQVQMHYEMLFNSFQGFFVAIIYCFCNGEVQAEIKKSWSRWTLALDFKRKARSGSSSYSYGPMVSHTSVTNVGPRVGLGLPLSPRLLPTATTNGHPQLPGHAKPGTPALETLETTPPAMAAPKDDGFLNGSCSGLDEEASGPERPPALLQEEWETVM
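HEK-293-derived GP2 cells expressing PTHR1 and a GloSensor cAMP reporter, 3,000/well, plated overnight, given luciferin plus IBMX (each 0.5 mM as added) for 1 h at 37 °C, then compound for 1 h at 37 °C. Luminescence was read after 15 min at room temperature.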
Mm-Cpn inhibitor: blocks the Methanococcus maripaludis chaperonin Mm-Cpn | purified Mm-Cpn ATPase, ADP Transcreener TR-FRET | 330,000 compounds, 0.031% hits | Potency, µM (top dose mostly 76.9 µM), without a hit: at the highest dose activity, negative = inhibition, hits mostly inhibitors; also: potency is read from the fitted curve at half-maximal effect; % is scaled to controls: 0 for no effect and ±100 for the full control effect; nearly all actives have a fitted effect of over 80% in size
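Quantitative HTS used 25 nM Mm-CPN and 10 uM ATP in magnesium/KCl Tris buffer, pH 7.4, with 1 mM DTT. Hydrolysis ran 30 min at 37°C; ADP was read by HTRF.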
GLP1R inv ag: GLP-1 receptor (human) inverse agonism; HEK293 GLP-1R CRE-luciferase, luminescence, 24 h; GLP-1R form is constitutively active; Potency, µM (top dose mostly 38.3 µM), for the others: at the highest dose activity change, negative = inhibition, most hits filed as inhibitors; 410,000 compounds, 1.6% hits; AID 624417; also: potency is read from the fitted curve at half-maximal effect; % is scaled to controls: 0 for no effect and ±100 for the full control effect; nearly all actives have a fitted effect of over 55% in size
Target sequence (P43220 whole entry, looked up): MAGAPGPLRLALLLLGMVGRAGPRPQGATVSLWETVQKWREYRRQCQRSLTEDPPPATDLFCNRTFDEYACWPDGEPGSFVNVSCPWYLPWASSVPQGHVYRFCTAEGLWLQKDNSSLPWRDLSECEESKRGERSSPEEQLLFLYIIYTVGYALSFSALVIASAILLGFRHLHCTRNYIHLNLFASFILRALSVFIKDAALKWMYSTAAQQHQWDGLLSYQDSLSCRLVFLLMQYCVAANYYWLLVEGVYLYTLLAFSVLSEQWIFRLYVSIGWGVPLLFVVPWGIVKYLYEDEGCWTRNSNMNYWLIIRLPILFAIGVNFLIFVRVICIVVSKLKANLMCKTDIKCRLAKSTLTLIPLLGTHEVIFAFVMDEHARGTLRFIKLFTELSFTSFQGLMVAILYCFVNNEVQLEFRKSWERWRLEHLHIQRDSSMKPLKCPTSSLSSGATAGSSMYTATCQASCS
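HEK293 cells stably co-expressing a cAMP-responsive luciferase reporter and constitutively active GLP-1R were seeded, incubated 12 h, then exposed to compounds for 24 h at 37 C. Luminescence was read 12 min after detection reagent; inverse agonists lower signal.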
TDP-43 yeast inh: rescues yeast growth from TDP-43 toxicity; TDP-43 expressing yeast growth rescue, BacTiter-Glo, 24 h; Potency, µM (top dose mostly 46.1 µM), for inactives: at the highest dose growth rescue (activation), most hits filed as activators; 410,000 compounds, 1.8% hits; also: potency is read from the fitted curve at half-maximal effect; % of control where 0% means no effect; nearly all actives have a fitted effect of over 50% in size
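In this qHTS, compounds that restore growth of yeast expressing TDP-43 appear as activators. Cells (OD600=0.02, galactose medium, raffinose-pregrown) are incubated with compound 24 hr at 30 deg C and growth is quantified by BacTiter-Glo.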
aSyn rescue: rescues yeast growth from alpha-synuclein toxicity | 370,000 compounds, 0.14% hits | Potency, µM (doses to about 46.1 µM), for inactives: top-dose growth rescue (activation), most hits filed as activators | AID 652106 | Yeast expressing alpha-synuclein, growth rescue, BacTiter-Glo, 24 h; also: potency is read from the fitted curve at half-maximal effect; % of control where 0% means no effect; nearly all actives have a fitted effect of over 65% in size
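Rescue of yeast growth: cells expressing toxic alpha-synuclein, induced in galactose at OD600 0.02, incubated with compound 24 h at 30 C. ATP luminescence quantified growth; inhibitors of toxicity appear as activators.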
Abeta yeast res: A-beta toxicity reversal in yeast; yeast expressing A-beta42, growth rescue, OD600, 48 h; response scale: 0% DMSO, 100% iron-clioquinol control; Potency, µM (titrated, usually from 46.1 µM), for the others: at the highest dose growth rescue, hits mostly activators; 410,000 compounds, 0.063% hits; AID 1347071; also: potency is read from the fitted curve at half-maximal effect; nearly all actives have a fitted effect of over 55% in size
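Yeast A-beta toxicity model in growth medium with pinned compounds, 48 h at 30 C; growth read as absorbance at 600 nm. Normalized to FeCl3/clioquinol equimolar mix (positive) and DMSO (negative).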
GLP1R cytotox: cytotoxicity in counter-screen for GLP-1R inverse agonists | HEK293 cAMP-luciferase reporter cells, luminescence, 24 h | Potency, µM (series often up to 38.3 µM), for the others: at the highest dose activity change, negative = inhibition, usual class: inhibitors | 410,000 compounds, 0.13% hits;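 also: loss of luciferase light is scored as toxicity; potency is read from the fitted curve at half-maximal effect; % is scaled to controls: 0 for no effect and ±100 for the full control effect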
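To flag toxic compounds, the library was rerun on cells for 24 hr at 37 deg C and 5% CO2. Viability-linked luminescence was captured 12 min after adding luciferase detection reagent.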
FUS suppressor: rescues growth of FUS-expressing yeast; S. cerevisiae FUS-expressing, growth rescue, OD600, 24 h; Potency, µM (titrated, usually from 76.6 µM), for inactives: at the highest dose growth rescue (activation), most hits filed as activators; 390,000 compounds, 0.24% hits;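 also: potency is read from the fitted curve at half-maximal effect; plate controls were DMSO vehicle for no effect and reference control for full effect; nearly all actives have a fitted effect of over 55% in size; some results filed as inactive show a strong effect at the top dose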
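Restored growth of FUS-toxic S. cerevisiae, read as 600 nm absorbance after 24 h at 30C in galactose medium (starting OD 0.005). Controls CP55940 and DMSO.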
An asterisk follows results filed as active; i = inactive; ? = inconclusive; / = no result given; [ ] = dose if it differs, or a comment. Unless noted, calls follow the shape of the dose curve; as a rule, active = well fitted curve in the direction sought with a large enough effect; inconclusive = small, poorly fitted or top-dose-only effect, or another doubt; inactive = no such curve, though single readings can be large; an effect the other way counts as inactive or inconclusive. Only part of the results is shown (hit frequency here may not be typical).

molecule | Akt phos inh | PTHR1 agonist | Mm-Cpn inhibitor | GLP1R inv ag | TDP-43 yeast inh | aSyn rescue | Abeta yeast res | GLP1R cytotox | FUS suppressor
CCOC(=O)CC1CCCCN1C(=O)c1cc(COc2cccc3cnccc23)on1 (configuration not stated) | i | -22.9% | 0.4% | 4.4% | 8.6% | 9.2% | / | 7.8% | 8.4%
Cc1cccc(Cn2c(CNC(=O)c3ccccc3)nc3ccccc32)c1 | / | -57.4%[inhibitor] | / | -13.0% | 12.1% | / | 19.1% | -9.3% | 3.8%
COc1cc(-c2nnc(CSc3nnc4nc(C)cc(C)n34)o2)cc(OC)c1OC | i | 23.3%[57.5 µM] | -0.9% | 0.6% | -7.3% | -3.2% | 22.7% | 10.9% | 30.0%
OCCN1CN=C(Nc2nc3ccccc3o2)NC1 | i | -16.8% | 0.8% | 6.8% | -22.4% | -3.4% | -0.6% | -7.2% | 12.0%
CCCCOc1ccc(CSc2n[nH]c(C)n2)cc1 | i | -35.0%[inhibitor] | 1.0% | -1.8% | -36.6%[inhibitor] | -32.3%[inhibitor] | -20.7% | -14.7% | -1.9%
Cc1ccc(NC(=O)C2CCN(C(=O)c3cnn(-c4ccccc4)c3-n3cccc3)CC2)cc1C | / | i | / | ? | 0.0% | / | -5.9% | 3.8% | 41.6%
COc1cc(OC)c(C2=NOC(C(=O)O)C2)cc1Cl (configuration not stated) | i | ? | 0.1% | 5.5% | 0.0% | -3.5% | -17.7% | -0.9% | -23.8%
Cc1c(C)n(Cc2ccccc2)c2ncnc(NCCN(C)C)c12 | i | -24.8% | 0.0% | ? | 5.1% | 4.3% | 5.8% | -10.5% | -25.4%
O=C(COC(=O)CNS(=O)(=O)c1ccc(Br)cc1Cl)NC1CCCC1 | i | ? | 0.0% | 9.7% | -12.1% | 1.9% | -11.0% | 8.4% | 3.1%
O=C(NC1CCCCC1)C(c1ccco1)N(Cc1cccs1)C(=O)Cn1nnc2ccccc21 (configuration not stated) | i | i | 1.6% | ? | -32.8%[inhibitor] | -2.2% | -2.3% | -22.0% | 28.4%
Nc1ccc(CNc2ncn[nH]2)cc1 | i | i | -1.7% | 18.2% | 15.7% | 1.9% | 16.6% | 3.8% | 27.7%
COc1ccc(Nc2ccc(C(N)=O)cc2[N+](=O)[O-])cc1 | i | -15.8% | 0.8% | 7.5% | 10.8% | 1.7% | 13.9% | ? | 12.8%
COc1ccc(CN2CCN(S(=O)(=O)c3ccccc3)CC2)c(OC)c1OC | i | -19.2% | / | -11.1% | 5.6% | -3.2% | -2.1% | 0.7% | 4.5%
COCCOC(=O)c1c(C)n(C)c2ccc(OC(=O)C3CC3)cc12 | i | -7.8%[57.5 µM] | -0.2% | 45.2%[activator] | 3.5% | -0.5% | -19.5% | 82.9%[activator] | 22.4%
C=CCn1c(=O)c2ccccc2n2c(SCC(=O)N3CCCc4ccccc43)nnc12 | i | i | 0.5% | -0.9% | -6.8% | 0.5% | 7.4% | 7.9% | 12.2%
CC1(C(=O)O)CCCN1C(=O)c1cccc(OC(F)(F)F)c1 (configuration not stated) | i | -23.3% | / | 15.1% | -8.8% | 1.6% | -15.6% | 9.5% | -14.9%
O=c1cc(N2CCN(c3ccc(F)cc3)CC2)[nH]c(=O)n1-c1ccc(Br)cc1 | / | -31.9%[inhibitor] | / | 5.5% | -1.7% | / | 0.0% | -3.4% | 2.1%
CC(=O)OCCC(NS(=O)(=O)OCC(Cl)(Cl)Cl)c1ccccc1 (configuration not stated) | i | i | -4.1% | -14.5% | 20.9% | 7.2% | 0.9% | 2.3% | -9.1%
CC(C)NCCCCOc1cccc(Br)c1 | i | -2.6% | -1.4% | 7.94µM* | 3.2% | -4.8% | -20.9% | -0.7% | 11.2%
Cc1ccc(Cl)cc1N1CCN(CC(=O)Nc2ccc(CN3CCCCC3)cc2)CC1 | i | -19.0%[57.5 µM] | -6.5% | 11.2µM* | 1.6% | 4.8% | 8.9% | ? | -4.5%
C[C@H]1CN=C(N(C)C)N1CCc1cccc(F)c1 | i | i | 0.4% | -4.6% | 12.0% | -0.4% | -5.4% | 3.8% | -29.4%
CC(C1CCN(Cc2cn(C)nc2-c2cccc(Cl)c2)CC1)N1CCOCC1 (configuration not stated) | i | -10.3% | 0.1% | ? | -5.6% | -5.2% | / | -16.5% | 4.3%
CCCCCCCCN1C(=O)[C@H](CC(=O)NCc2cccc3ccccc23)C[C@@]2(C(=O)OC)CCCCC=C12 | i | i | / | ? | 11.4% | 5.2% | -1.5% | -6.0% | ?
COc1cc(/C=C(/C#N)C(=O)Nc2ccc(Cl)cc2)ccc1Oc1nc(Cl)ncc1F | i | -35.3% | 0.5% | 3.0% | -21.4% | -7.8% | 3.0% | 7.4% | 1.3%
COC(=O)c1c(NC(=O)c2ccc(S(=O)(=O)N3CCOCC3)cc2)sc2c1CCN(C(C)C)C2 | i | i | -1.9% | 15.9% | -1.9% | -1.6% | 1.0% | 0.7% | 8.0%
CCCn1cnc2cc(NCc3ccc(OC)cc3OC)ccc21 | / | -76.0%[inhibitor] | / | 2.1% | 1.5% | / | -20.2% | -0.2% | 0.3%
Cc1ccc(CCNC(=O)c2sc3nc4n(c(=O)c3c2C)CCC4)cc1 | i | i | 0.1% | 0.7% | ? | 0.1% | 9.9% | 1.5% | 6.4%
CCOC(=O)c1c(NC(=O)Cn2c(=O)oc3ccccc32)oc(C)c1C(C)=O | i | i | 1.4% | 14.0% | 14.0% | 0.4% | -9.9%[9.22 µM] | 25.3% | -25.2%
C=Cc1ccc(Cn2c(C)c(CNCc3cccc(Br)c3)c(C(=O)O)c2C)cc1 | / | i | / | 3.5% | 17.7% | / | -3.0% | -4.2% | 7.7%
COc1ccc(C(=O)CC2(O)C(=O)N(Cc3ccccc3)c3ccc(Br)cc32)cc1 (configuration not stated) | / | -15.7% | / | ? | 14.9% | / | 7.8% | -1.7% | -7.7%
CC(C)c1ccccc1NC(=O)CNC(C)c1ccc(F)cc1 (configuration not stated) | i | i | -0.4% | ? | -5.6% | 8.3% | 7.4% | -3.9% | 0.8%
COC(=O)c1c(C(=O)OC)c(C)n(Cc2ccco2)c1C | i | i | 0.9% | -10.0% | 1.8% | -2.8% | 2.9% | 15.2% | 5.7%
O=c1cc(-c2cccc([N+](=O)[O-])c2)[nH][nH]1 | i | -1.4% | 1.1% | 12.6% | 0.0% | 3.4% | 19.1% | 3.6% | /
Cc1cccc(C)c1NC(=O)c1ccc(-c2cc(F)ccc2F)o1 | i | -51.3%[inhibitor] | / | ? | 11.2µM* | -1.2% | -4.6% | -4.3% | 2.9%
COc1cc(OC)cc(-c2oc3cccnc3c2C#CCCO)c1 | i | i | -1.5% | 47.9%[activator] | 12.0% | -1.9% | -10.8% | -10.1% | 34.0%
CCCn1c(=O)c2sccc2n2c(CCCC(=O)NC3CCN(Cc4ccccc4)CC3)nnc12 | i | i | 0.0% | 17.8% | 7.5% | -4.7% | / | 1.2% | -12.4%
Cc1c(CC(C)C)nc(N)c(C#N)c1-c1ccccc1 | i | -9.2%[57.5 µM] | -0.9% | -10.6% | 22.1% | 1.9% | 12.4% | -25.0% | -6.5%
Cc1nnc(NC(=O)CCC(=O)N2CCN(S(=O)(=O)c3cc([N+](=O)[O-])ccc3C)CC2)s1 | i | -11.8% | 1.1% | 5.9% | 13.2% | 1.5% | 3.5% | -1.7% | -0.5%
Fc1ccc(-c2csc3ncnc(Nc4ccc(N5CCOCC5)cc4)c23)cc1 | i | i | -14.2% | 38.8%[activator] | ? | 1.6% | -36.8% | 4.5% | ?
NC(=O)Nc1ccc(C(=O)OCC(=O)NCc2ccc3c(c2)OCO3)cc1 | i | i | 0.2% | 8.8% | 10.3% | 0.7% | -21.7% | 0.5% | -1.1%
COc1ccc(CNc2cccc3[nH]c(C(F)(F)F)nc23)cc1OC | i | i | -2.1% | 14.0% | 10.2% | -0.3% | 14.8% | 18.3% | 1.0%
CN(C(=O)c1cccs1)c1ccccc1C(=O)O | i | -16.4%[57.5 µM] | -0.3% | -4.2% | 0.0% | 5.7% | 8.9% | 4.8% | 23.4%
Cc1ccc(C(=O)NCCc2nnc3ccc(SCC(=O)NCc4ccc(F)cc4)nn23)cc1 | i | -11.7% | -1.6% | -5.2% | 10.4% | 4.5% | 4.7% | -7.0% | ?
COc1ccc(S(=O)(=O)N2CCCOC2CNC(=O)C(=O)NCCCN2CCOCC2)cc1C (configuration not stated) | i | -23.2% | -0.2% | 33.2%[activator] | -11.8% | -5.6% | 3.7% | -3.9% | 6.2%
Cc1ccc(C(=O)NCCCn2ccnc2)cn1 | i | i | 1.4% | 0.1% | 12.3% | -0.5% | 1.2% | -5.6% | -4.0%
Nc1nc(N)c(Br)c(Nc2ccc(Cl)c(Cl)c2)n1 | i | i | / | ? | 14.8% | -3.7% | -30.3%[inhibitor] | 10.6% | 21.0%
